GPR55 activation: GPR55 agonists via beta-arrestin recruitment, primary screen, imaging, U2OS cells, beta-arrestin-GFP redistribution (AID 1961); G-protein coupled receptor 55 (Homo sapiens); U2OS GPR55 beta-arrestin-GFP redistribution imaging; higher % means a stronger effect; activation, % at 10 µM, or EC50 in µM where a hit was titrated; hit rate 0.048% among 290,000;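 active = activation above 40% with more than 50 cells counted in the well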;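 note: U2OS osteosarcoma cells stably expressing GPR55 and beta-arrestin-GFP; plate controls were DMSO negative control for no effect and LPI positive control for full effect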
NTR1 ag: agonists of NTR1, primary screen, imaging, U2OS cells, beta-arrestin-GFP, high content (AID 493036); Neurotensin receptor type 1 (Homo sapiens), P30989; activation, % at 20 µM; NTR1-U2OS beta-arrestin-GFP spot imaging, agonist mode; hit rate 0.17% among 330,000;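 active = activation at or above 40% of the spot to cytoplasm intensity ratio, with at least 20 cells analyzed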;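 note: 0% = DMSO without peptide and 100% = 100 nM NTR1 peptide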
Target sequence (P30989 whole entry, looked up): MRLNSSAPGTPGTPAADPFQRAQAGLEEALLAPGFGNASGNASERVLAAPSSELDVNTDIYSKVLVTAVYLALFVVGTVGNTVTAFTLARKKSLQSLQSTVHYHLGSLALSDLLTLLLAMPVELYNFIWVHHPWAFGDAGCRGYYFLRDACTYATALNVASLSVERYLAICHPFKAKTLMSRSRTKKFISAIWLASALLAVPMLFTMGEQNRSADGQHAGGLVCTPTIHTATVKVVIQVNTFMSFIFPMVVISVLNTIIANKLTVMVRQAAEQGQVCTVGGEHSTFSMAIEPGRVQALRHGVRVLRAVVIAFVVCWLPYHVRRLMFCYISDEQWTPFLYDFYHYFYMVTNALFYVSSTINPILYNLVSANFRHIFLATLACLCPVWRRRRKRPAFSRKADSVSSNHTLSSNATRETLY
KOR beta-arrestin-1: KOR antagonists, beta-arrestin recruitment, cell-based, luminescence, uHTS (AID 1778). Kappa-type opioid receptor (Homo sapiens). hit rate 0.091% among 290,000. one-dose inhibition, % at 10 µM; IC50 in µM for titrated hits. KOR beta-arrestin recruitment, luminescence, antagonist mode; higher % means a stronger effect; in the data active = inhibition above about 50%; note: strong numbers were not always called active
GPR35 antagonists: GPR35 antagonists blocking zaprinast-driven arrestin recruitment, primary screen, imaging, U2OS, beta-arrestin-GFP, zaprinast agonist (AID 2058); hit rate 0.052% among 290,000; G-protein coupled receptor 35 (Homo sapiens); U2OS GPR35 beta-arrestin-GFP translocation imaging, zaprinast antagonism; higher % means a stronger effect; one-dose inhibition, % at 10 µM; IC50 in µM for titrated hits;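 active = inhibition of at least 50% with at least 30 cells and total cytoplasm GFP at most 10,000,000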
West Nile virus CPE: West Nile virus antiviral activity, cell-based, CPE readout (AID 1621); CPE inhibition, % at 10 µM, or IC50 in µM where a hit was titrated; West Nile virus-infected cells, CPE inhibition; higher % means a stronger effect; hit rate 0.02% among 290,000; in the data active = a potency from the dose series; note: strong numbers were not always called active
T cell modulator: modulators of CD8 T cell-vesicle binding, primary screen, mouse 2C CD8+ T cells, flow cytometry; 2C CD8+ T cell-vesicle binding; hits give low values; calls only at 7 µM; hit rate 0.068% among 330,000;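 active = response, share of CD8 T cells binding vesicles, and their 90th percentile fluorescence all below set limits, cut at about 80% in these data, passing the limit was not always enough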
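Test system: purified 2C TCR transgenic mouse naive CD8+ T cells. Probe or stimulus: QL9-peptide-loaded Drosophila micro-vesicles bearing Ld, ICAM-1 and B7-1. Incubation: binding step 1.5 h, 37 °C, antibody labelling 20 min, ice. Measured by: flow cytometry of vesicle-bound cells.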
Salmonella PhoP GFP: inhibitors of PhoP regulon expression, primary screen, Salmonella Typhimurium, GFP reporter (AID 1863); S. Typhimurium PhoP-regulated promoter GFP reporter, 4 h; higher % means a stronger effect; inhibition, % at 50 µM; hits with a dose series show IC50 in µM; hit rate 0.16% among 300,000;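 active = inhibition over 29.93%, a cutoff 3 SD above the screen mean, later confirmed by dose response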;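 note: 0% = low Mg2+ inducing control and 100% = high Mg2+ repressing control; strong numbers were not always called active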
KOR beta-arrestin-2: KOR agonists, beta-arrestin recruitment, primary screen, cell-based, luminescence, uHTS (AID 1777); Kappa-type opioid receptor (Homo sapiens); KOR beta-arrestin recruitment, luminescence; higher % means a stronger effect; activation, % at 10 µM; hits with a dose series show EC50 in µM; hit rate 0.02% among 280,000; in the data active = activation above about 50%, passing the limit was not always enough; note: a part of the inactive calls stands beside numbers as strong as those of hits
GPR55 LPI antagonism: GPR55 antagonists blocking LPI-driven arrestin recruitment, primary screen, imaging, U2OS, beta-arrestin-GFP, LPI agonist (AID 2013); inhibition, % at 10 µM; hits with a dose series show IC50 in µM; U2OS GPR55 beta-arrestin-GFP translocation imaging, LPI antagonism; higher % means a stronger effect; hit rate 0.13% among 290,000;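 active = spots per cell inhibited over 60%, with over 100 cells counted and total cytoplasm intensity under 500,000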;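 note: U2OS cells stably carrying GPR55 and arrestin-GFP stimulated by 5 µM LPI near EC80; imaged beta-arrestin-GFP aggregate spots per cell after agonist stimulation; plate controls were LPI-stimulated DMSO wells for no effect and DMSO wells without LPI for full effect; some results filed as inactive read as strong as hits; confirmed hits need IC50 under 10 µM and bright autofluorescent wells are also inconclusive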
T cell modulator vesicle-bound %: recorded beside T cell modulator, whose call it bears; double positive events, %; measured here: CD8+ vesicle-bound cell fraction;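 binding gate set so that unloaded-vesicle control wells show 10% double positive cells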
NTR1 ag cell count 20 µM: recorded beside NTR1 ag, whose call it bears; cell count; measured here: cell count, cytotoxicity flag
* = called active by the depositor; i = inactive; · = no result given; [ ] = another dose, or the depositor's remark.

SMILES	GPR55 activation	NTR1 ag	NTR1 ag cell count 20 µM	KOR beta-arrestin-1	GPR35 antagonists	West Nile virus CPE	T cell modulator	T cell modulator vesicle-bound %	Salmonella PhoP GFP	KOR beta-arrestin-2	GPR55 LPI antagonism
Cc1ccc(C2c3[nH]c4ccccc4c3C[C@H]3C(=O)N(c4ccccc4C(=O)N4CCC(C(=O)O)CC4)C(=O)N23)cc1 (some centres undefined)	-0.2%	-2.1	87	8%[20 µM]	-6%	-0.1%	i	33	-6%	-1.1%	-2%
CC(C)NC(=O)N(Cc1ccccc1)Cc1cccs1	-0.1%	0.8	36	29%	-9%	0.9%	i	20	3%	0.2%	8%
CC(C)(C)C(=O)CN1C2=NCCCN2c2ccccc21	-0.2%	0.0	73	3%[20 µM]	0%	-1.0%	i	47	-12%	-3.5%	-2%
CCCCN(C)CCn1c(=S)[nH]c2ncccc2c1=O	-0.1%	-0.8	100	5%	2%	-0.4%	i	32	-3%	-5.1%	10%
CCCc1ccc(OCc2ccc(C(=O)N/N=C/c3cccc([N+](=O)[O-])c3)o2)c(OC)c1	0.4%	1.3	63	-22%	-1%	-0.5%	i	31	-6%	0.7%	0%
CCC(=O)N=C1SC2CS(=O)(=O)CC2N1c1cccc(OC)c1 (centres undefined)	-0.1%	-1.3	85	4%	6%	-0.2%	i	27	0%	-3.6%	2%
CCOC(=O)c1ccc(CNC(=O)c2cc(C(C)(C)C)oc2C)o1	-0.1%	2.1	99	20%	-7%	-0.7%	i	49	21%	-0.4%	-8%
CC(=O)C1=C(C)NC(SCC(=O)c2cc(Cl)ccc2Cl)=C(C#N)C1c1ccco1 (centres undefined)	-0.6%	7.6	37	-40%	4%	0.7%	i	18	·	·	7%
Cc1cc(C=O)c2c(c1)C=CC1(Oc3ccccc3C(=O)N1C)O2 (centres undefined)	0.4%	·	·	-32%	0%	·	i	39	4%	5.9%	10%
COc1ccc(C(=O)Nc2nnc(Cc3ccc(OC)c(OC)c3)s2)cc1	-0.1%	0.5	49	-15%	0%	-1.2%	i	64	-4%	0.8%	-26%
O=C(NNC(=S)Nc1cccc(C(F)(F)F)c1)c1ccccc1Cl	0.3%	2.3	51	11%	4%	-0.2%	i	19	-14%	-0.9%	-1%
Cc1ccc(N2C(=O)/C(=C/c3cccnc3)SC2=S)cc1	-0.2%	-0.6	75	·	-25%	-0.1%	i	9	2%	0.6%	1%
N#Cc1c(F)cccc1NCc1cccnc1	-0.1%	-1.5	49	20%	-4%	-0.2%	i	10	5%	2.4%	-13%
CCCn1c(=O)c2[nH]c(C3CCCC3)nc2n(CCC)c1=O	-0.2%	2.0	49	10%	3%	-0.3%	i	31	-1%	-3.0%	5%
CCOc1ccccc1NC(=O)COC(=O)c1cccc(-c2ccc(OC(C)=O)cc2)c1	-0.1%	18	63	0%	-3%	-0.6%	i	11	6%	-3.7%	12%
CC(C(=O)Nc1ncc2c(n1)CC(C)(C)CC2=O)N1C(=O)c2ccccc2C1=O (centres undefined)	-0.3%	-1.0	38	7%	-8%	0.3%	i	17	4%	-1.6%	-6%
COc1cc(C2CC(=O)Nc3n[nH]c(-c4ccccc4)c32)cc(OC)c1OC (centres undefined)	0.0%	-0.3	58	-15%	0%	0.0%	i	23	-10%	1.8%	-9%
N#C/C(=C\c1coc2ccc(O)cc2c1=O)C(=O)Nc1nc2ccccc2s1	0.0%	5.6	45	-18%	-1%	0.1%	i	28	-4%	3.3%	5%
NS(=O)(=O)c1ccc(NC(=O)c2ccc(CNS(=O)(=O)c3cc(C(F)(F)F)ccc3Cl)cc2)cc1	0.0%	1.3	58	-27%	12%	0.5%	i	35	-9%	2.6%	8%
O=C(COC(=O)[C@@H]1CC(O)CN1S(=O)(=O)c1ccccc1[N+](=O)[O-])c1ccccc1 (some centres undefined)	0.5%	-0.5	40	10%	-6%	0.2%	i	16	-8%	-6.0%	7%
COc1ccccc1CNS(=O)(=O)c1c(C(=O)N2CCCCCC2)c(C)n(C)c1C	-0.3%	-0.2	61	-16%	-4%	0.2%	i	12	-13%	-6.3%	10%
Fc1ccc(-c2nnc3n2CCCCC3)cc1	0.6%	1.5	95	36%	1%	0.6%	i	52	3%	0.1%	3%
Cc1ccccc1NC(=O)c1ccc(-c2ccc(Cl)cc2Cl)o1	-0.1%	1.9	69	-42%	2%	0.1%	i	7	7%	7.8%	-6%
CCN(CC)CCCN(Cc1cc2cc(OC)c(OC)cc2[nH]c1=O)C(=O)Nc1ccccc1	-0.1%	-0.5	74	17%	-13%	-0.2%	i	52	-5%	1.5%	-3%
O=C(Nc1ccc2c(c1)OCO2)C1CCN(C(=O)c2ccc([N+](=O)[O-])cc2)CC1	-0.1%	-1.7	115	8%[20 µM]	-16%	-0.6%	i	56	7%	-7.1%	-9%
COc1ccccc1C(C)NCC(=O)Nc1ccccc1C(F)(F)F (centres undefined)	-0.3%	0.2	64	-26%	-8%	-1.5%	i	54	13%	14%	2%
COc1ccc(OCC(Cn2cnc3ccccc32)OC(C)=O)cc1 (centres undefined)	-0.1%	0.8	59	13%[20 µM]	11%	-0.5%	i	59	3%	·	8%
O=C1c2ccccc2NC(c2ccccn2)N1c1ccc(Cl)cc1 (centres undefined)	-0.2%	0.1	39	-17%	0%	-0.1%	i	56	17%	9.3%	10%
CC(C)CNc1nc2c(c(=O)n(C)c(=O)n2C)n1Cc1cccc(Br)c1	-0.1%	1.6	40	-2%	2%	-0.3%	i	44	-1%	-0.2%	37%
CNC(=S)N1CCN(CCNC2=CC(=O)CC(C)(C)C2)CC1	0.0%	-0.1	39	6%	-6%	1.0%	i	24	-2%	1.7%	4%
CCOC(=O)CS(=O)(=O)CC(=O)Nc1ccc([N+](=O)[O-])cc1OC	-0.3%	3.7	74	-4%	9%	1.3%	i	62	-3%	-4.6%	9%
CC(C)c1cc(C(=O)NCc2ccco2)no1	-0.2%	-1.2	64	-27%	8%	-0.1%	i	31	2%	-3.7%	-6%
CN1CCN(C2=Cc3ccc(Cl)cc3Sc3ccc(F)cc32)CC1	-0.4%	2.4	66	-19%	-2%	-0.3%	i	57	11%	1.5%	12%
C/C(CC(=O)N(C(C)C)C(C)C)=N\NC(=O)COc1ccc(Br)cc1Br	0.4%	0.0	86	-46%	13%	-0.3%	i	48	-1%	-2.1%	-2%
Cc1cccc(C)c1N(CC(=O)Nc1cccc(N(C)S(C)(=O)=O)c1)S(C)(=O)=O	-0.2%	0.8	86	-7%	1%	0.2%	i	25	-7%	-1.3%	-6%
Cc1sc2ncnc(N3CCC(C)CC3)c2c1C	0.4%	5.0	47	2%	19%	-0.1%	i	29	9%	0.8%	4%
CCOC(=O)C1CCN(C(=O)c2cc3cc(F)ccc3[nH]2)CC1	0.0%	-0.3	92	-4%	-5%	-0.6%	i	16	-13%	0.4%	-4%
CN(Cc1ccccc1)c1ccc(N2C(=O)CCCC2=O)cc1[N+](=O)[O-]	-0.3%	0.4	51	14%	-11%	-0.1%	i	25	-11%	6.3%	9%
N#C/C(=C/c1ccc(CNS(=O)(=O)c2ccccc2)o1)C(N)=O	0.2%	1.3	35	-64%	22%	-0.2%	i	48	-7%	2.8%	4%
O=S(=O)(c1ccc2[nH]c3c(c2c1)CCCC3)N1CCCCC1	-0.4%	1.3	75	-4%	-6%	-0.3%	i	47	-7%	0.1%	-6%
C=CC1=C2C=C(C3CC3)N(CC3CC3)C=C2C(=O)C(C)(OC(=O)c2ccco2)C1=O (centres undefined)	·	0.4	101	·	·	0.1%	i	21	2%	·	·
c1ccc(CN(Cc2ccccc2)c2nn[nH]n2)cc1	1.4%	0.8	75	-24%	-1%	0.3%	i	42	-8%	4.0%	6%
Cc1ccc(SCC(=O)NCCSC(C)(C)C)cc1	-0.1%	-0.5	48	13%	5%	0.2%	i	31	2%	-5.2%	5%
CN(C)Cc1c(O)ccc2oc(Cc3ccccc3)cc12	-0.2%	-1.9	60	7%	-2%	-1.0%	i	36	26%	4.9%	-9%
COc1ccc(C(=O)Cn2nnc(-c3ccccc3F)n2)cc1	0.2%	1.0	35	-7%	-5%	-0.3%	i	22	3%	-1.0%	4%
O=C(COC(=O)COc1ccccc1)Nc1ccc(OC(F)(F)F)cc1	-0.1%	6.3	86	11%	0%	0.5%	i	45	1%	-2.9%	7%
COc1ccc(CSC2=NCCN2)cc1Br	-0.1%	0.5	59	0%	11%	-1.0%	i	60	-5%	2.1%	-4%
CSc1nc2c(c(=O)[nH]1)C(c1ccc(Br)cc1)CC(=O)N2 (centres undefined)	0.2%	0.1	37	-16%	-5%	0.6%	i	25	3%	0.4%	12%
CCCc1nc2ccccc2n1CCOC	-0.1%	1.7	81	12%	5%	0.4%	i	25	9%	1.5%	18%
COc1ccc2[nH]cc(CCNS(=O)(=O)c3ccccc3)c2c1	-0.1%	1.3	37	1%	8%	-0.2%	i	54	-5%	5.3%	-20%
COc1ccc(CN(CC2CCCO2)C(=O)c2cc3ccccc3oc2=O)cc1 (centres undefined)	0.8%	2.1	42	-8%	2%	-0.4%	i	7	8%	-3.1%	7%
CC(=O)OC(c1nc2ccccc2c(=O)n1C1CC2(OC1=O)c1ccccc1N1C(=O)C(C)(C)N(O)C12)C(C)C (centres undefined)	7.3µM*	0.0	91	11%	-2%	-0.2%	i	37	3%	-3.3%	18%
Cc1ccc(/C=N/Nc2nc(Cl)c(Cl)cc2Cl)s1	0.2%	0.9	59	-4%	-2%	-0.5%	i	51	-12%	-1.9%	14%

One compound at a time, as listed above. Order of screens: GPR55 activation	NTR1 ag	NTR1 ag cell count 20 µM	KOR beta-arrestin-1	GPR35 antagonists	West Nile virus CPE	T cell modulator	T cell modulator vesicle-bound %	Salmonella PhoP GFP	KOR beta-arrestin-2	GPR55 LPI antagonism
Record of CSc1nc2c(c(=O)[nH]1)C(c1ccc(Br)cc1)CC(=O)N2 (centres undefined) = 0.2%	0.1	37	-16%	-5%	0.6%	i	25	3%	0.4%	12%
Record of N#C/C(=C\c1coc2ccc(O)cc2c1=O)C(=O)Nc1nc2ccccc2s1 = 0.0%	5.6	45	-18%	-1%	0.1%	i	28	-4%	3.3%	5%
Record of O=C(COC(=O)COc1ccccc1)Nc1ccc(OC(F)(F)F)cc1 = -0.1%	6.3	86	11%	0%	0.5%	i	45	1%	-2.9%	7%

Assay outcomes as filed in PubChem.
